Screening data from PubChem BioAssay.
GRP78 ERSR act: qHTS for Inducers of the Endoplasmic Reticulum Stress Response (ERSR) in Human Glioma: qHTS | U87-MG GRP78 promoter luciferase reporter, 16 h | 0.02% of 420,000 active | AID 602332, 2012 | Potency, µM, for the others: top-dose activation, hits mostly activators; further: potency means the concentration at half of the fitted maximal effect; series mostly up to about 76 µM; % of control where 0% means no effect; nearly all actives have a fitted effect of over 35% in size
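Stably transfected U87-MG human glioma cells carrying a GRP78-based luminescent sensor were seeded at 1000 cells/well, pin-dosed with compounds and incubated 16 h. Luciferase reagent was then added, and end-point luminescence was read after 10 min at room temperature.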
RXFP1 ag: qHTS Assay for Agonists of the Relaxin Receptor RXFP1. Relaxin receptor 1 (Homo sapiens), Q9HBX9. HEK293T-RXFP1 cAMP TR-FRET, 30 min; response scale: percent of porcine relaxin response, buffer zero. Potency, µM (series often up to 57.5 µM), inactives show at the top dose activation, usual class: activators. 0.3% of 370,000 active. AID 2676, 2010; further: potency means the concentration at half of the fitted maximal effect; on the % scale 0 is the no-effect control and ±100 the full control effect; nearly all actives have a fitted effect of over 60% in size; many of its hits are not listed in these tables
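Agonist response is measured as cAMP accumulation in an RXFP1-transfected HEK293T line under PDE4 inhibition. Values are scaled between buffer-only and 29 nM porcine relaxin, and EC50s come from standard Hill equation fits.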
LDHA block: qHTS assay for inhibitors of human lactate dehydrogenase | activity change, % (values are at about 110 or 230 µM) | 0.15% of 480,000 active | purified LDHA, NADH/diaphorase-resazurin fluorescence; active compounds read low | AID 1347041, 2019 | L-lactate dehydrogenase A chain (Homo sapiens), P00338; in the data active means activity change below about -30%; inconclusive means mostly about -25% to -30%;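 further: plate controls were DMSO wells for no effect and wells without enzyme for full effect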
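Human LDH5 at 2 nM final in Tris HCl pH 7.4 with 0.06 mM NADH and 0.2 mM pyruvate, reacted 5 minutes at room temperature. Remaining NADH coupled via diaphorase/resazurin; resorufin fluorescence read at 0 and 20 minutes, normalized to enzyme-free and DMSO wells.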
D1 antagonist: Antagonist of Human D 1 Dopamine Receptor: qHTS | 3.2% of 360,000 active | D(1A) dopamine receptor (Homo sapiens), P21728 | HEK293 TREx D1 cells, calcium flux, dopamine EC80; active compounds read low | activity change, negative = inhibition, % at 10 µM; in the data active means activity change below about -30%; further: on the % scale 0 is the no-effect control and ±100 the full control effect
Target sequence (P21728 whole entry, looked up): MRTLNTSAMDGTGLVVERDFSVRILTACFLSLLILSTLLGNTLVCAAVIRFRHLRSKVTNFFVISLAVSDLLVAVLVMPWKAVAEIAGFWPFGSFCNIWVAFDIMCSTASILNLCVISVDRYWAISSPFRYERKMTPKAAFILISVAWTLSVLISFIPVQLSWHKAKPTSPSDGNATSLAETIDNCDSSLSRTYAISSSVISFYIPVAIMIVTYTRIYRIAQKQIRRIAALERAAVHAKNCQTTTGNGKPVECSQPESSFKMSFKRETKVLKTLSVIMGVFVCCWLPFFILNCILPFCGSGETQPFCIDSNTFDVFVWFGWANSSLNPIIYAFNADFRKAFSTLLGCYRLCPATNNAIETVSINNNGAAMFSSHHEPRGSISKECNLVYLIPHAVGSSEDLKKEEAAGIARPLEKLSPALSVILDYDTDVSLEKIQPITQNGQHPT
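Using tetracycline-induced force-coupled D1 Hek293 cells and a calcium dye, signals were followed for 180 s after compound, then for 180 s after EC80 dopamine, to detect inhibitors.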
D1 agonist: Allosteric Agonists of the Human D1 Dopamine Receptor: qHTS; activation, % at 2 µM; 1% of 360,000 active; HEK293 T-REx D1 cells, calcium flux, agonist mode; in the data active means activation above about 30%; further: 0% is about no effect
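Inducible HEK293 T-REx D1 cells, force-coupled to calcium signalling, were plated at 4000 cells/well with tetracycline and held overnight at 30 C. After no-wash calcium dye loading, compound-evoked calcium rise over 180 s flagged agonists.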
D2 potentiator: HTS Assay for Positive Allosteric Modulators of the Human D2 Dopamine Receptor: Primary Screen for Potentiators. HEK293 T-REx D2, calcium flux, EC20 dopamine potentiation. AID 485347, 2010. potentiation, % at 10 µM. 0.34% of 340,000 active;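 active means potentiation over 3 SD above the plate norm, cut at about 30% in these data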; further: 0% is about no effect
Target sequence (P14416 whole entry, looked up): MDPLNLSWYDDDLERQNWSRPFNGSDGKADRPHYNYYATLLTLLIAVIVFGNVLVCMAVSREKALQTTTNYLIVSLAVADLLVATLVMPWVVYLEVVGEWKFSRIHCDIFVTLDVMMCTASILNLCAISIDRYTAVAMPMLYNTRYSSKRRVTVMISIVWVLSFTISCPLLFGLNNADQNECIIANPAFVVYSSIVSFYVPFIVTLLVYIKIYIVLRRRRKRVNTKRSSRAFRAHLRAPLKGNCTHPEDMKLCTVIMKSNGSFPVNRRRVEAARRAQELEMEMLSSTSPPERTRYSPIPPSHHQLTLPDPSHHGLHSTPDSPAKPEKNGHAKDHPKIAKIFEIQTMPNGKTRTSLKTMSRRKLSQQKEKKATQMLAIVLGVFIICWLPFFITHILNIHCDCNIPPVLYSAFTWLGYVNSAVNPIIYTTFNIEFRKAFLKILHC
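Potentiation of an EC20 dopamine calcium response is measured in a force-coupled, tetracycline-inducible Hek293 Trex D2 line. Compound-only kinetic reads over 180 s flag agonists before dopamine addition.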
D1 potentiator: Potentiators of Human D1 Dopamine Receptor: qHTS; D(1A) dopamine receptor (Homo sapiens), P21728; HEK293 TREx D1 cells, calcium flux, dopamine EC20 potentiation; potentiation, % at 10 µM; 0.036% of 360,000 active; AID 504651, 2011; in the data active means potentiation above about 30%; further: 0% is about no effect
Vif-APOBEC3F blk: qHTS for Inhibitors of Vif-A3F Interactions: qHTS | HeLa A3F-eYFP + Vif (tagged APOBEC3F with the HIV-1 protein that degrades it), YFP fluorescence increase | Potency, µM (top dose mostly 46.1 µM), for the others: at the top dose activity, negative = active | 0.2% of 390,000 active; further: potency means the concentration at half of the fitted maximal effect; % of control where 0% means no effect; nearly all actives have a fitted effect of over 65% in size
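HeLa cells stably expressing Vif plus C-terminally eYFP-tagged A3F were seeded, incubated overnight at 37 deg C, dosed with compound, incubated overnight again at 37 deg C. Yellow fluorescence (Ex 488/Em 500-530) reported blocked Vif-mediated A3F-eYFP degradation.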
Vif-APOBEC3G blk: qHTS for Inhibitors of Vif-A3G Interactions: qHTS; DNA dC->dU-editing enzyme APOBEC-3G (Homo sapiens), Q9HC16; HeLa A3G-eYFP + Vif (tagged APOBEC3G with the HIV-1 protein that degrades it), YFP fluorescence, overnight; Potency, µM (doses to about 46.1 µM), without a hit: at the highest dose activity, negative = active, hits mostly inhibitors; 0.076% of 410,000 active;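 further: potency means the concentration at half of the fitted maximal effect; on the % scale 0 is the no-effect control and ±100 the full control effect; nearly all actives have a fitted effect of over 60% in size; hits raise eYFP signal because A3G escapes Vif-driven loss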
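Read-out is eYFP fluorescence (Ex 488/Em 500-530) from Vif-expressing HeLa A3G-eYFP cells; more signal means A3G escaped Vif-mediated degradation. Cells plated overnight, compound pinned in, incubated overnight at 37 deg C.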
* hit, by the source's call; ? = inconclusive; . = not tested or not shown; & = joins results of further samples. Unless noted, the call rests on the fitted dose curve; in most records, active means well fitted curve in the direction sought with a large enough effect; inconclusive means small, poorly fitted or top-dose-only effect, or another doubt; inactive means no such curve, though single readings can be large; an effect the other way counts as inactive or inconclusive. This is a subset; count on the stated rates, not on these rows.

SMILES	GRP78 ERSR act	RXFP1 ag	LDHA block	D1 antagonist	D1 agonist	D2 potentiator	D1 potentiator	Vif-APOBEC3F blk	Vif-APOBEC3G blk
COc1ccc(S(=O)(=O)N2CCN(C(=O)c3ccc(NC(C)=O)cc3)CC2)cc1	-3%	0.3%	0	2	0	4	-5	-3%	-22%
CCn1c(SCC(=O)Nc2ccc(C)c(C)c2)nnc1-c1nonc1NC(C)=O	-2%	0.7%	-4	5	-1	-7	1	2%	1%
O=C(CCCn1cc([N+](=O)[O-])cn1)NCc1ccccc1	-4%	-0.3%	-6	1	6	4	-2	-4%	-1%
Cc1oc(-c2ccc(Cl)cc2)nc1CS(=O)CC(=O)NC1CCCCC1 (stereo not given)	1%	2.4%	2	-4	0	21	1	-20%	1%
Cn1cccc1C(=O)OCC(=O)NC(=O)NC1CCCCC1	2%	0.5%	0	-1	-2	11	2	-1%	0%
CN1OC[C@@H]2CN(S(=O)(=O)c3cccc4ccccc34)[C@H](c3ccc(-c4cccnc4)cc3)C[C@@H]21	3%	.	-22	.	.	.	.	2%	-9%
C[C@@H](O)C1NC(=O)[C@H](CCCCN)NC(=O)c2cc([N+](=O)[O-])cc(I)c2NCCC[C@@H](C(N)=O)NC1=O (stereo not given in full)	-2%	1.7%	0	18	-1	-2	-1	-1%	2%
NS(=O)(=O)c1ccc(CCNC(=O)C2CCCO2)cc1 (stereo not given)	-4%	-0.5%	-10	15	2	9	-1	1%	3%
Cc1cc(C)n(CC2CC(=O)N(c3ccc(C)c(Cl)c3)C2=O)n1 (stereo not given)	-5%	3.0%	-8	-1	0	-8	-2	-7%	-2%
CC(OC(=O)c1ccccc1Oc1ccccc1)C(=O)NC1CC1 (stereo not given)	-3%	-1.3%	-4	-7	4	2	-5	9%	1%
CCCOC(=O)C1=C(C)N(C)C(=O)NC1c1cc2c(cc1[N+](=O)[O-])OCO2 (stereo not given)	-1%	-0.6%	15	-9	2	0	0	-14%	-2%
CC(=O)c1cccc(NC(=O)Cn2c(C)c3cnn(-c4ccccc4)c(=O)c3c2C)c1	-3%	-0.1%	-7	8	1	-7	0	9%	6%
Cc1cc(C)c(OCC(=O)OCC(=O)NNC(=O)c2ccccc2F)c(C)c1	-4%	3.6%	-1	-3	0	6	3	4%	6%
Cc1cc2c(cc(C(=O)OC(C(=O)NCC3CCCO3)C(C)C)n2C)o1 (stereo not given)	-3%	4.4%	-3	9	4	5	2	0%	6%
COc1cc(NC(=O)CSc2nc3nc(C)c(Cc4ccccc4Cl)c(C)n3n2)cc(OC)c1	-2%	-1.4%	-4	6	-4	.	1	-3%	-1%
COc1ccc(NC(=O)c2cnc(Nc3ccc(C)c(Cl)c3)c3ccccc23)c(OC)c1	-2%	2.3%	7&2	-8	1	1	0	0%	3%
CCc1ccc(CCC(=O)Nc2ccc(C)cc2C)o1	-1%	-0.2%	6	-2	-1	-5	-3	-2%	-7%
CCn1nc(C(=O)NCCc2ccc3c(c2)OCCO3)c2ccccc2c1=O	-2%	.	1	.	.	.	.	14%	-13%
CC(=O)Nc1ccc(Nc2nc(C)nc3c2nnn3Cc2ccccc2Cl)cc1	-5%	-0.2%	-8	0	5	12	4	6%	-12%
CCC1=NN2C(=N)/C(=C/c3ccc(OS(=O)(=O)c4ccccc4)c(OC)c3)C(=O)N=C2S1	3%	1.2%	-5	-1	0	-1	5	8%	-1%
CCN1CCN(C(=O)Nc2cc(Cl)ccc2OC)CC1	6%	4.2%	-7	0	2	0	-2	0%	0%
CC(C)CCOc1ccc(C(=O)N2CCN(c3ncccn3)CC2)cc1	3%	-0.8%	1	6	0	3	1	1%	2%
COc1ccc(-c2cc(C)no2)cc1S(=O)(=O)N1CCN(c2ccc([N+](=O)[O-])cc2)CC1	-2%	-0.6%	-5	-17	2	-7	-2	6%	2%
NC(=O)c1cc(NC(=O)CCCc2nc3ccccc3s2)cc(C(N)=O)c1	-5%	3.5%	-19	2	4	-6	-2	0%	-1%
O=C(c1ccco1)N1CCN(C(=O)N2CCCC2)CC1	-4%	-1.7%	-8	6	4	24	-2	1%	-6%
CCOc1cccc(CN2CCCC(N3CCN(c4cccc(Cl)c4)CC3)C2)c1O (stereo not given)	-1%	1.2%	-1	1	3	-9	0	-8%	0%
COc1ccc(CN2CCCCC2C)c(C)c1C (stereo not given)	-6%	0.3%	-4	7	2	-15	-1	-20%	3%
Cc1nc2c(C)cccn2c(=O)c1NC(=O)c1cccc2ccccc12	-2%	6.8%	-7	6	0	1	-1	-12%	2%
CC(C)C(OC(=O)c1cccs1)C(=O)NCc1ccc(F)cc1 (stereo not given)	-1%	0.2%	-2	0	0	15	-7	2%	2%
O=C(NCc1ccc2c(c1)OCO2)C1CC(c2ccc(Cl)cc2)=NO1 (stereo not given)	-3%	0.1%	-1	-12	8	-5	-2	5%	1%
CN1C(=S)SC(N2OC3C(=O)N(c4ccccc4)C(=O)C3C2c2ccccc2)C1(C)C (stereo not given)	.	0.1%	.	-7	5	8	-5	.	.
O=C(NCCOc1ccccc1)C1CCCCC1	2%	0.3%	-2	46	0	-2	-11	1%	2%
C=CCOc1c(CNc2ccc(S(N)(=O)=O)cc2)cccc1OC	-2%	-0.4%	2	-12	4	-8	-6	-1%	2%
CCOC(=O)Cc1csc(NC(=O)NC2(C(F)(F)F)Oc3ccc(Cl)cc3O2)n1 (stereo not given)	-2%	0.7%	10	-6	6	8	0	-7%	-16%
CCCCOC(C)n1cc(F)c(=O)[nH]c1=O (stereo not given)	-3%	4.2%	-4	20	6	-2	-9	0%	-1%
CN(CCO)C(=O)CCC(=O)Nc1ccc(S(N)(=O)=O)cc1	-4%	1.0%	-6	0	2	-3	3	4%	-3%
CN(C1CCCCC1)S(=O)(=O)c1ccc(S(=O)(=O)N2CCN(CCC#N)CC2)cc1	2%	7.3%	-3	-2	-1	-23	-1	0%	-5%
COc1ccccc1NC(=O)NCc1ccccc1F	1%	-1.3%	0	1	0	3	-4	0%	4%
Cc1ccc2nc(SCC(=O)NCc3ccc(F)cc3)[nH]c2c1	4%	-4.5%	2	-45*	51*	-2	-9	5%	1%
O=C(NCC1COc2ccccc2O1)c1ccccc1 (stereo not given)	4%	0.0%	-3	-9	2	-9	-2	0%	1%
Cc1nc(N2C(=O)c3oc4ccccc4c(=O)c3C2c2cccc(OCCC(C)C)c2)sc1C (stereo not given)	1%	-1.0%	-2	-6	1	8	-4	0%	-5%
O=S(=O)(CCN(CCS(=O)(=O)C(F)(F)F)CC1CCCO1)C(F)(F)F (stereo not given)	-4%	-0.3%	-10	-4	2	-13	-3	8%	-1%
O=S(=O)(c1cnc[nH]1)N1CCN(c2ccccc2)CC1	-5%	1.5%	-7	-5	1	-3	-3	-5%	0%
CN(C(=O)COC(=O)/C=C/c1ccc2ccccc2n1)C1CCS(=O)(=O)C1 (stereo not given)	-4%	0.8%	1	-1	0	11	7	5%	-23%
CCCCCCCCN1[C@@H](CC(C)=O)c2cc(C(F)(F)F)ccc2S1(=O)=O	-5%&-2%	.	1	.	.	.	.	7%	-1%&-5%
O=C(NCCc1c[nH]c2ccccc12)c1ccc([N+](=O)[O-])cc1	-1%	-2.0%	1	-49*	3	-2	-9	0%	0%
CN(C)C(=O)c1ccc(NC(=O)COC(=O)C2(c3ccccc3)CCCC2)cc1	-5%	.	-1	.	.	.	.	12%	3%
C=CCOc1cccc(C(=O)NC(c2ccccc2)C(C)C)c1 (stereo not given)	-1%	3.6%	-7	10	2	-4	-3	?	-4%
O=C(NN=Cc1ccc2c(c1)CCC2)c1cccc([N+](=O)[O-])c1	-2%	.	-2	.	.	.	.	-11%	-7%
CC1CN(C(=O)c2ccccc2NS(=O)(=O)c2cccc([N+](=O)[O-])c2)CC(C)O1 (stereo not given)	0%	-0.3%	-6	17	1	-8	6	3%	6%
CC(C)(C)C(=O)O/N=C(\N)c1c(Cl)cccc1Cl	0%	-1.5%	-12	-18	0	12	-5	0%	-3%
COc1ccc(N(C)S(=O)(=O)c2ccc3c(c2)CCN3C(=O)CCC(=O)O)cc1	-1%	0.8%	-3	-13	1	-4	6	2%	1%
Cc1cnc(C(=O)Nc2cc(S(=O)(=O)N3CCOCC3)ccc2N2CCN(C)CC2)cn1	-4%	8.3%	-5	5	1	23	2	-13%	0%
COC(=O)[C@@]1(Cc2ccc(OC)cc2)[C@H]2c3cc(C(=O)N4CCCC4)n(Cc4c(CO)[nH]cc(C)c4=O)c3C[C@H]2CN1C(=O)c1ccccc1	-1%	.	0	.	.	.	.	1%	-5%

Part of the list above, field by field.
Molecule: CC(C)(C)C(=O)O/N=C(\N)c1c(Cl)cccc1Cl
  GRP78 ERSR act: 0% | RXFP1 ag: -1.5% | LDHA block: -12 | D1 antagonist: -18 | D1 agonist: 0 | D2 potentiator: 12 | D1 potentiator: -5 | Vif-APOBEC3F blk: 0% | Vif-APOBEC3G blk: -3%

Molecule: CCCCCCCCN1[C@@H](CC(C)=O)c2cc(C(F)(F)F)ccc2S1(=O)=O
  GRP78 ERSR act: -5%&-2% | RXFP1 ag: . | LDHA block: 1 | D1 antagonist: . | D1 agonist: . | D2 potentiator: . | D1 potentiator: . | Vif-APOBEC3F blk: 7% | Vif-APOBEC3G blk: -1%&-5%

Molecule: O=S(=O)(c1cnc[nH]1)N1CCN(c2ccccc2)CC1
  GRP78 ERSR act: -5% | RXFP1 ag: 1.5% | LDHA block: -7 | D1 antagonist: -5 | D1 agonist: 1 | D2 potentiator: -3 | D1 potentiator: -3 | Vif-APOBEC3F blk: -5% | Vif-APOBEC3G blk: 0%
